Screening results from PubChem BioAssay.
Rin1-Abl PPI inh: inhibitors of Rin1-Abl protein binding, primary screen, biochemical, TR-FRET; Tyrosine-protein kinase ABL1 (Homo sapiens) + Ras and Rab interactor 1 (Homo sapiens), …; inhibition, % at 7.35 µM; 0.4% of 360,000 active; AID 588664, 2011; in the data active means inhibition above about 5%, passing the limit was not always enough
CendR NRP1 mod: modulators of CendR peptide binding to NRP-1, primary screen, biochemical, fluorescence polarization, uHTS | Neuropilin-1 (Homo sapiens), O14786 | 0.85% of 360,000 active | FAM-RPARPAR peptide binding to NRP-1 | inhibition, % at 25 µM;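 active means inhibition or corrected inhibition above about 18%, plus a signal ratio from 0.5 to 1.5, limit read from the data, passing the limit was not always enough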; further: strong numbers were not always called active
FAS TE block: FAS thioesterase domain inhibitors, primary screen, biochemical, fluorescence intensity, uHTS. 0.67% of 360,000 active. inhibition, % at 15 µM. Fatty acid synthase (Homo sapiens), P49327. AID 602261, 2012. recombinant FAS-TE, OMFH fluorogenic substrate, fluorescence endpoint;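 active means compounds whose normalised, plate-corrected inhibition of enzyme fluorescence in the single-dose primary screen is 50% or more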;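 further: 0% = DMSO with enzyme and 100% = substrate without enzyme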
MsrA inh: bovine MsrA enzyme inhibitors, primary screen, biochemical, absorbance, HTS. Methionine sulfoxide reductase A (Bos taurus). purified bovine MsrA, absorbance read-out. inhibition, % at 15.5 µM. 0.75% of 360,000 active. AID 651718, 2012; in the data active means inhibition above about 4.5%;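 further: 0% = vehicle wells with enzyme and 100% = reference inhibitor wells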
eLon inh: inhibitors of E. coli Lon protease, primary screen, biochemical, fluorescence polarization. P0A9M0. purified E. coli Lon protease. inhibition, % at 7.94 µM. 0.42% of 360,000 active. AID 602123, 2011; in the data active means inhibition above about 13%, passing the limit was not always enough;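 further: 0% = enzyme with probe and DMSO and 100% = no enzyme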
MsrA act: bovine MsrA enzyme activators, primary screen, biochemical, absorbance, HTS; 0.3% of 360,000 active; purified bovine MsrA, absorbance read-out; AID 602163, 2012; activation, % at 10.6 µM; in the data active means activation above about 7.5%;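 further: 0% = vehicle and 100% = reference activator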
Neddyl block: inhibitors of cullin neddylation, primary screen, biochemical, TR-FRET, uHTS, NAE and Ubc12 | 0.58% of 360,000 active | calls only at 25 µM | NEDD8-conjugating enzyme Ubc12 (Homo sapiens) + NEDD8-activating enzyme E1 regulatory …; in the data active means inhibition above about 36%
Target sequence (P61081 whole entry, looked up): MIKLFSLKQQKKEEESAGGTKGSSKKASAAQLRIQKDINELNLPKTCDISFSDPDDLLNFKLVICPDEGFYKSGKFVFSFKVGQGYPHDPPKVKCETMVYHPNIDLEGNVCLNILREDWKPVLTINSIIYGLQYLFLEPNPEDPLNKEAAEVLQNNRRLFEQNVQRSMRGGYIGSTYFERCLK
Target sequence (Q13564 whole entry, looked up): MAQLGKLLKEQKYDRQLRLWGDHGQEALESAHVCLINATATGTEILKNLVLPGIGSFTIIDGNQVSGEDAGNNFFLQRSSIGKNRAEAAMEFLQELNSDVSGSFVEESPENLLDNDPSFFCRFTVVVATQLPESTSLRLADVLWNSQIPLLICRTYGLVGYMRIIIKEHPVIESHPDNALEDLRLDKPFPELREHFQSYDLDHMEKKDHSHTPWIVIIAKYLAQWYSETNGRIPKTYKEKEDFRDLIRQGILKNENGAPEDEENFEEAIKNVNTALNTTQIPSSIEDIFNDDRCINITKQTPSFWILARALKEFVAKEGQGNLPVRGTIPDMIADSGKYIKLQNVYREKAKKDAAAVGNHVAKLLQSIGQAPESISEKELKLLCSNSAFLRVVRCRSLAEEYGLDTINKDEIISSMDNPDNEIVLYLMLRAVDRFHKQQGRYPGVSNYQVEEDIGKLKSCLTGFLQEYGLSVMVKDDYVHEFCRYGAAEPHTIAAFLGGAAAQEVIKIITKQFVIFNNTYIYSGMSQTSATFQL
MT1-MMP act inh: blockers of MT1-MMP proenzyme processing, primary screen, HT1080 RFP-PRO-GFP cells, GFP/RFP fluorescence; GFP/RFP ratio fluorescence, overnight; percent of plate control window, DMSO zero; Matrix metalloproteinase-14 (Homo sapiens), P50281; GFP/RFP ratio change, % at 20 µM; 0.061% of 360,000 active; AID 651647, 2012;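 active means GFP/RFP ratio change of at least 30% with cell ATP level not reduced by more than half and red fluorescence within 50% of control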; further: strong numbers were not always called active
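Test system: HT1080 RFP-PRO-GFP cells; Benchmarks: DMSO and RFP-L50D-GFP cell wells; Timing: cells overnight before dosing, compound overnight, 37 °C, 5% CO2; Compound: one 20 µM compound dose with 1% DMSO; Read-out: GFP/RFP fluorescence ratio.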
SKN-1 inh: suppressors of acrylamide-induced Pgst-4::GFP reporter in worms, primary screen, SKN-1 inhibitor project, whole organism, uHTS, GFP/RFP fluorescence ratio, strain VP596; C. elegans VP596 Pgst-4::GFP/RFP ratio, 24 h; inhibition, % at 21.8 µM; 0.49% of 360,000 active;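 active means interference check ratio from 0.5 to 1.5 plus GFP to RFP signal ratio inhibition reaching or exceeding a fixed threshold, cut at about 30% in these data, passing the limit was not always enough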; further: some compounds called inactive have numbers as strong as hits
* hit, by the source's call; i = inactive; x = not tested or not shown.

SMILES	Rin1-Abl PPI inh	CendR NRP1 mod	FAS TE block	MsrA inh	eLon inh	MsrA act	Neddyl block	MT1-MMP act inh	SKN-1 inh
O=C(N/N=C/c1ccc(OC(=O)c2ccc([N+](=O)[O-])cc2)cc1)c1cccnc1	-1	1	-1	-1.9	-5	-1	i	2	-20
c1ccc(N2CCN(c3ncnc4c3oc3ccccc34)CC2)cc1	-4	-10	17	-0.8	-2	-1	i	3	4
CN(Cc1ccno1)Cc1cn(Cc2ccccc2)nc1-c1ccc2c(c1)OCO2	-1	6	14	-0.8	4	3	i	-3	11
O=C(O)c1ccc(COc2ccc3ccccc3c2/C=C2/NC(=O)N(Cc3ccc(F)cc3)C2=O)cc1	2	-15	6	-0.8	-6	-3	i	-1	11
Nc1c(-c2ccc(Cl)cc2)cnc2c(-c3ccc(F)cc3)cnn12	2	0	4	0.4	-5	-2	x	3	12
COc1ccc(CNC(=O)[C@H](Cc2c[nH]c3ccccc23)NC(=O)[C@@H]2Cc3ccccc3CN2)cc1	-1	-10	3	-1.0	-3	2	i	-3	9
O=C(Cc1c(F)cccc1Cl)Nc1cccnc1	3	0	-8	0.3	-8	-3	i	-1	4
Cc1onc(C(=O)NCc2cccs2)c1[N+](=O)[O-]	4	8	-11	0.8	1	-2	i	-3	-7
Cn1cc([N+](=O)[O-])c(C(=O)NC2CCCCCC2)n1	2	-8	-4	-0.2	1	-5	i	-2	10
COc1ccc(-c2cc3n(n2)CCc2nc4ccccc4n2-3)cc1	-5	-3	0	0.1	-1	2	i	3	2
O=C(c1cc2ccccc2oc1=O)N1CCN(C(=O)C2CCCO2)CC1 (centres undefined)	6	-9	-5	x	-3	-2	i	2	11
Cc1oc2ccc(O)cc2c1C(=O)c1ccc(Cl)cc1	2	-13	6	1.7	2	-7	i	-5	-16
COC(=O)C1CN(S(=O)(=O)c2ccccc2)CCN1S(=O)(=O)c1ccccc1 (centres undefined)	0	6	2	0.2	-2	-8	i	-8	-6
CC1(C(=O)N2CC3(CC(c4cccc(NC(=O)COc5ccc(Cl)cc5)c4)=NO3)C[C@@H]2C(N)=O)CC1 (some centres undefined)	0	15	-2	-1.0	4	4	i	3	2
CCn1c(=O)c(=O)[nH]c2cc(C(=O)NC(C)c3ccc(S(N)(=O)=O)cc3)ccc21 (centres undefined)	-1	-4	0	-0.2	-5	-2	i	1	10
Cc1cc(N2CCN(C(=O)c3ccco3)CC2)n2ncc(-c3ccccc3)c2n1	-3	-1	5	1.7	0	-3	x	-4	13
COc1cccc(CNC(=O)CCC2CCCN(C(=O)c3cccc4c(C)c(C)[nH]c34)C2)c1 (centres undefined)	-3	-8	2	-0.7	7	-9	i	-5	10
C=CCSc1[nH]c(=O)cc(C)c1C(N)=O	-1	-1	-8	0.4	10	2	i	14	-5
CC1CC(C)CN(C(=O)C2CCN(S(=O)(=O)c3c(Cl)cccc3Cl)CC2)C1 (centres undefined)	2	0	9	-1.1	1	-1	i	-2	21
CNCC(O)C(O)C(O)C(O)CO (centres undefined)	-4	18	-6	0.8	-3	3	i	0	14
Cn1c(O)c(/C=C2\C=NN=C2c2ccccc2)sc1=S	-3	18	-31	-0.8	-2	-2	i	-6	31
CC(C)(C)OC(=O)N1CCN(C(=O)[C@H](Cc2ccc(O)cc2)n2cc(CCO)nn2)CC1	1	2	-10	-1.1	16	2	i	-2	22
Cc1ccc(N=Nc2c(C)[nH]n(-c3ccccc3)c2=O)c(C)c1	4	4	-2	-0.8	2	1	i	5	1
Cc1cc(C)c(OCC(=O)Nc2ccccn2)c([N+](=O)[O-])c1	0	-17	-2	0.0	-1	-4	i	4	3
Cc1cccc(NC(=O)c2ccc(S(=O)(=O)N3CCC(C)CC3)cc2)n1	0	-2	12	0.1	9	0	i	-5	12

Going on with the list:
SMILES	Rin1-Abl PPI inh	CendR NRP1 mod	FAS TE block	MsrA inh	eLon inh	MsrA act	Neddyl block	MT1-MMP act inh	SKN-1 inh
O=Cc1cc(Cl)ccc1OCCN1CCC(Cc2ccccc2)CC1	0	8	13	-0.6	12	-7	i	-2	-6
C[C@H](NC(=O)N1CCn2c1nc1ccccc12)C(=O)NCC1CCCO1 (some centres undefined)	2	-4	-6	0.3	2	-2	i	1	23
COc1cc(C(=O)NC2CCCC(C)C2C)ccc1OCC(=O)N1CCOCC1 (centres undefined)	3	1	-4	0.0	-5	-2	i	1	1
Cc1cc(C)n(-c2ccc(Cl)c(C(=O)NCc3ccccc3)n2)n1	1	10	24	-0.9	1	-5	i	3	-8
O=C(COc1cccc([N+](=O)[O-])c1)NN1C(=O)c2ccccc2C1=O	-1	-4	5	-0.2	-6	-6	i	-2	6
O=C(CSc1nnc2ccc(-c3cccnc3)nn12)Nc1ccccc1	-1	-5	1	-0.4	-11	-1	i	3	3
CCC(=O)c1ccccc1OCCN1C(=O)NC(C)(C)C1=O	-2	4	-8	-0.3	-5	-3	i	1	7
FC(F)Oc1ccc(-c2csc(NNC3=NCCCCC3)n2)cc1	0	-2	-10	-1.2	-5	-1	i	12	-4
CC1CCN(S(=O)(=O)c2ccc(NC(=O)CSc3ncccc3C(=O)O)cc2)CC1	-1	-6	-4	-1.1	-12	-5	i	1	16
Cc1cc(C(=O)CSc2nc3ccc(Cl)cc3[nH]2)c(C)n1Cc1ccco1	-2	-3	12	-0.9	2	-7	i	0	2
CCCc1ccc(C(=O)NNc2ccccc2F)cc1	2	-2	2	-1.5	-10	-2	i	3	-8
CCc1nc2ccc(C(=O)NCCNC(C)=O)cn2c1N(C)Cc1ccc(OC)cc1	-4	-13	-8	1.3	0	0	i	1	21
CCO[C@H]1OC(C(=O)N2CCN(C)CC2)=C[C@@H](c2ccc(Br)cc2)[C@@H]1CCCO	4	6	-9	0.0	-4	-1	i	-4	-11
Cc1ccc2cc(/C=C(\C#N)C(N)=O)c(N3CCCCC3)nc2c1	-2	-54	22	1.3	-10	2	i	-14	17
Cc1cc2c(cc(C(=O)OC(C)C(=O)NCc3ccc(F)cc3)n2C)o1 (centres undefined)	-2	4	0	0.5	-7	-4	i	5	3
Cc1ccc(S(=O)(=O)NC2(C(F)(F)F)NC(=O)N(Cc3ccccc3)C2=O)cc1 (centres undefined)	3	-4	-2	-0.7	0	-4	i	-1	14
O=C1CCc2cc(S(=O)(=O)N3CCCC3C(=O)N3CCN(c4ccccc4)CC3)ccc2N1 (centres undefined)	-3	8	-6	0.5	3	-1	i	3	-1
O=C(c1ccccc1F)N1CCC(N2CCCCCC2)CC1	-2	-18	-8	-0.5	8	1	i	6	6
CCCn1cc(S(=O)(=O)CC(=O)Nc2ccc(OCC)cc2)c2ccccc21	3	4	2	0.0	3	-1	i	2	3
CCOC(=O)C(C)Sc1nnc(NC(=O)c2cccc([N+](=O)[O-])c2C)s1 (centres undefined)	-2	8	-9	0.9	-6	-1	i	-1	3
Cn1nnnc1SCC(=O)NC(=O)Cc1ccccc1	-1	13	-9	-0.9	-5	-1	i	-3	-16
Cc1csc(SCC(=O)NC(=O)NC(C)C)n1	0	9	-10	-1.0	-4	-15	i	1	-8
COc1ccc(CCOC2OC(CO)C(OC(=O)/C=C/c3ccc(O)c(OC)c3)C(O[C@H]3O[C@@H](C)[C@H](O)[C@@H](O)[C@H]3O)C2O)cc1O (some centres undefined)	-1	-2	-5	1.6	-8	1	i	-3	1
CN(Cc1cnn(C)c1)C(=O)C1CCCCC1C(=O)O (centres undefined)	0	1	-10	-1.0	-3	-9	i	-4	18
CCNc1nc(NCC)n2c(SCC(=O)N3CC4(C)CC3CC(C)(C)C4)nnc2n1 (centres undefined)	3	3	-2	0.0	7	-7	i	2	7

Next section.
SMILES	Rin1-Abl PPI inh	CendR NRP1 mod	FAS TE block	MsrA inh	eLon inh	MsrA act	Neddyl block	MT1-MMP act inh	SKN-1 inh
Clc1ccc(-c2csc(N3CCC(c4ccccc4)C3)n2)cc1 (centres undefined)	-5	-4	25	0.0	-4	-3	i	-6	17
CCn1c(SCC(=O)N2CCCc3ccccc32)nc2ccccc2c1=O	3	1	15	0.5	2	-5	i	-6	5
CC(C)NC(=S)N/N=C/c1c[nH]c2ccccc12	-1	5	2	4.2	3	-2	i	4	7
N#CC1(NC(=O)COC(=O)Cn2[nH]c(=O)c3ccccc3c2=O)CCCCC1	-1	-1	-5	-0.9	6	-2	i	0	2
OCCNCCOc1ccc(Cl)c(Cl)c1	-1	-3	-12	-0.4	-9	-5	i	-3	10
C=CCn1c(=S)[nH]c2cc(C(=O)NCCc3ccc(S(N)(=O)=O)cc3)ccc2c1=O	2	-4	1	-0.3	2	-6	i	-4	3
COc1ccc(S(=O)(=O)N(Cc2cccs2)C2CCCC2)cc1	3	2	24	-0.2	-1	-10	i	-5	10
FC(F)Oc1ccc(/C=N/n2c(Cc3ccc(Br)cc3)n[nH]c2=S)cc1	-2	0	23	-0.4	5	-8	i	x	7
CC(=O)N1CCN(c2nc3cc4c(cc3nc2NS(=O)(=O)c2ccccc2)OCCO4)CC1	3	-2	1	0.4	-7	-3	x	1	6
O=c1cc(/C=C/c2cccs2)[nH]c2ccccc12	-1	-8	-5	2.9	-9	-3	i	-1	9
Cc1ccc(N2CC(NS(=O)(=O)c3cc(F)ccc3F)CC2=O)cc1C (centres undefined)	1	3	3	-0.4	-12	-5	i	2	-27
CCOC(=O)N1CCC(NC(=O)CN(C)S(=O)(=O)c2cc3c(cc2Cl)NC(=O)CO3)CC1	3	-4	-5	-0.4	-5	0	i	7	10
CCOC1=C2[C@H](c3ccccc3)N(S(=O)(=O)c3ccc(C)cc3)C[C@H]2n2c(=O)n(-c3ccccc3)c(=O)n2C1	3	-18	41	0.5	-1	-2	i	8	2
O=C1Nc2ccccc2C(O)(C(=O)N2CCCCC2)N1c1ccccc1 (centres undefined)	3	-1	-4	1.4	-9	-11	i	-1	-23
CC1=C(C(=O)Nc2ccccc2C(=O)N2CCC(C)CC2)SCCO1	-1	5	0	0.2	-7	-2	i	-4	6
Cc1ccc(Cc2cnc(NC(=O)/C(C#N)=C/c3ccc(-c4ccc([N+](=O)[O-])cc4)o3)s2)cc1	-4	-4	-10	-0.5	-2	-5	i	-2	4
COc1cc(C=O)ccc1OCC(=O)NC(C)(C)C	3	9	-8	-0.6	-3	-2	i	2	-4
Cc1cc(OCn2ccc(C(=O)O)n2)ccc1Cl	-3	19	-6	-0.2	-7	2	i	0	22
Cc1cccc(NC(=O)c2nc[nH]c2C(=O)N[C@@H](CC(C)C)C(=O)OC(C)(C)C)c1	3	6	22	0.0	-3	-4	i	-9	-2

Quoted from the listing.
eLon inh with CCOC(=O)N1CCC(NC(=O)CN(C)S(=O)(=O)c2cc3c(cc2Cl)NC(=O)CO3)CC1 → -5
MsrA inh with Cc1ccc(Cc2cnc(NC(=O)/C(C#N)=C/c3ccc(-c4ccc([N+](=O)[O-])cc4)o3)s2)cc1 → -0.5

Sorted by value in MsrA inh (smallest number first): some entries from above.
Structure | Rin1-Abl PPI inh | CendR NRP1 mod | MsrA inh | eLon inh | MsrA act | Neddyl block | MT1-MMP act inh | SKN-1 inh
Cc1ccc(N2CC(NS(=O)(=O)c3cc(F)ccc3F)CC2=O)cc1C (centres undefined) | 1 | 3 | -0.4 | -12 | -5 | i | 2 | -27
CCOC1=C2[C@H](c3ccccc3)N(S(=O)(=O)c3ccc(C)cc3)C[C@H]2n2c(=O)n(-c3ccccc3)c(=O)n2C1 | 3 | -18 | 0.5 | -1 | -2 | i | 8 | 2
O=C1Nc2ccccc2C(O)(C(=O)N2CCCCC2)N1c1ccccc1 (centres undefined) | 3 | -1 | 1.4 | -9 | -11 | i | -1 | -23
